# Screening results from PubChem.
# Cycloheximide cs: Cycloheximide Counterscreen for Small Molecule Inhibitors of Shiga Toxin; cell reporter, cycloheximide protein synthesis inhibition counterscreen; max response, %; 300,000 compounds, 12% hits; in the data active = max response mostly above about 13%, no sharp cut-off; inactive = mostly below about 14%; also: read at 38.3 µM for the half of the compounds with a filed dose; 0% is about no effect
# HCV inhibitor: qHTS Assay for Inhibitors of Hepatitis C Virus (HCV) | Huh7.5.1 HCVcc-Cre infection, luciferase reporter, 44 h | Potency, µM (top dose mostly 41.8 µM), inactives show at the highest dose activity change, negative = inhibition, usual class: inhibitors | 340,000 compounds, 3.4% hits | AID 651820, 2012; also: potency is read from the fitted curve at half-maximal effect; % is scaled to controls: 0 for no effect and ±100 for the full control effect
#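 Compounds are dispensed onto cells plated 4 h earlier at 1,000 per well, with HCVcc-Cre virus (about 0.5 moi) added next. Following 44 h of culture, luminescent signal is measured for 15 sec after 15 min with substrate at room temperature.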
# Shiga inhibitor: A qHTS for Small Molecule Inhibitors of Shiga Toxin; Vero cells, Shiga toxin protein synthesis inhibition reporter; inhibition, % at 38.7 µM; 290,000 compounds, 9.2% hits; AID 2315, 2010; in the data active = inhibition mostly above about 28%, no sharp cut-off; inactive = mostly below about 43%; also: 0% is about no effect
# FBPA Giardia inh: qHTS Assay for Inhibitors of Fructose-1,6-bisphosphate Aldolase from Giardia Lamblia | AID 2451, 2010 | 290,000 compounds, 0.71% hits | Potency, µM (top dose mostly 59.6 µM), without a hit: at the top dose activity, negative = inhibition, hits mostly inhibitors | purified Giardia FBPA; also: potency is read from the fitted curve at half-maximal effect; % is scaled to controls: 0 for no effect and ±100 for the full control effect; nearly all actives have a fitted effect of over 55% in size
# Target sequence (A8B2U2 whole entry, looked up): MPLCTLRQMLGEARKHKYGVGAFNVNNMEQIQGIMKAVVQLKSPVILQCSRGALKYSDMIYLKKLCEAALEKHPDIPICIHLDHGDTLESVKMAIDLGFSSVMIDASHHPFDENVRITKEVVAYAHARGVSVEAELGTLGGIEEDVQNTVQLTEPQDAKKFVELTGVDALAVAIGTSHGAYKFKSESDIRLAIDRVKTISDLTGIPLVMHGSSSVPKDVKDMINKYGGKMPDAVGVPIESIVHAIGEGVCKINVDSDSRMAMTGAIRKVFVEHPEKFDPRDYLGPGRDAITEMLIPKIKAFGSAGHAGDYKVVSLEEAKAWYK
#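 Giardia FBPA (40 nM reagent) was preincubated 10 min at RT with compound (up to 57.5 uM final), then substrate plus GAPDH/TPI/NAD/arsenate coupling system with diaphorase/resazurin was added; resorufin fluorescence (525/598 nm) was read after 20 min.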
# Pf growth 48h: Primary qHTS for delayed death inhibitors of the malarial parasite plastid, 48 hour incubation; 310,000 compounds, 5.9% hits; P. falciparum luciferase growth in erythrocytes, 48 h; Potency, µM (doses to about 28.7 µM), inactives show at the highest dose activity change, negative = inhibition, usual class: inhibitors; also: potency is read from the fitted curve at half-maximal effect; % is scaled to controls: 0 for no effect and ±100 for the full control effect
#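 Cell-based growth assay: transgenic P. falciparum expressing firefly luciferase, cultured in red cells within RPMI 1640 containing 0.5% w/v Albumax, 24 mM bicarbonate and gentamycin. A drop in luciferase activity indicates inhibition.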
# Pf growth 96h: Primary qHTS for delayed death inhibitors of the malarial parasite plastid, 96 hour incubation; P. falciparum luciferase reporter growth, 96 h; Potency, µM (top dose mostly 28.7 µM), without a hit: at the top dose activity change, negative = inhibition, hits mostly inhibitors; 320,000 compounds, 6.9% hits; AID 504834, 2011; also: potency is read from the fitted curve at half-maximal effect; % is scaled to controls: 0 for no effect and ±100 for the full control effect
#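 Erythrocytes infected with luciferase-expressing P. falciparum were dispensed at 2% hematocrit and 0.05% parasitemia (final), then incubated with compounds 96 hours at 37 C in 5% CO2. Luminescence after detection reagent addition reported growth.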
# The depositor's hits bear a star; ? = inconclusive; . = no result given; [ ] = remark or other dose. Unless noted, calls follow the shape of the dose curve; as a rule, active = well fitted curve in the direction sought with a large enough effect; inconclusive = small, poorly fitted or top-dose-only effect, or another doubt; inactive = no such curve, though single readings can be large; an effect the other way counts as inactive or inconclusive.
No.	structure	Shiga inhibitor	HCV inhibitor	Cycloheximide cs	Pf growth 96h	FBPA Giardia inh	Pf growth 48h
1	O=C1C=C(N2CCN(C(=O)c3ccccc3)CC2)C2(CCCCC2)O1	14	0%	-5	35%[activator]	2%	-6%
2	O=C(Nc1ccccc1Cl)c1cccs1	104*	8%	27*	?	0%	64%[activator]
3	CC(C)(Oc1ccc(Cl)cc1)C(=O)Nc1cccnc1	-22	0%	-3	?	-1%	2%
4	Cc1ccc(OCCN(C)C(=O)C2CCC(=O)N(CC3CCCCC3)C2)cc1 (stereo not drawn)	10	?	-3	?	12%	?
5	COc1ccc(C2=NOC(C(=O)N3CCCc4ccccc43)C2)cc1 (stereo not drawn)	40	-25%	23*	175%[activator]	0%	35%[activator]
6	Cc1cc(-c2ccc(C)c(S(=O)(=O)Nc3ccc(S(N)(=O)=O)cc3)c2)on1	29	5%	5	?	-8%	24%
7	c1ccc(Cc2cc[n+](Cc3ccccn3)cc2)cc1	20	14%	1	1µM*	3%	4.1µM*
8	COc1ccc(C(=O)c2c3ccc(OC)cc3[n+]([O-])n2Cc2ccc(C(N)=O)cc2)cc1	.	-25%	.	?	.	?
9	Cc1c(C)[n+](=O)c(-c2cccs2)c(C)n1[O-]	-6	9%	5	.	3%	-6%
10	CCc1ccc(NC(=O)C2CCCN(S(=O)(=O)c3cccs3)C2)cc1 (stereo not drawn)	30	-16%	21*	?	-8%	?
11	CCS(=O)(=O)c1nc(S(=O)(=O)c2ccc(C)cc2)c(NCCCN(C)C)s1	-8	-3%	15	-2%	2%	14%
12	COC(=O)c1ccc(CNC(=O)C2CCC(=O)N(CCN3CCOCC3)C2)cc1 (stereo not drawn)	-11	.	8	-23%	.	8%
13	CCN1CCN(c2cc(C)c3cc(NC(=S)N(C)Cc4ccccc4)ccc3n2)CC1	-6	?	10	28%	7%	?
14	CN(C(=O)Cn1cc(C(F)(F)F)ccc1=O)c1c(N)n(Cc2ccccc2)c(=O)[nH]c1=O	-1	2%	1	19%	1%	-4%
15	COc1ccc(NC(=S)Nc2cc(C)ccn2)c(OC)c1	75*	?	28*	11%	-9%	119%[activator]
16	CNC(=O)c1ccc(NC(=O)c2cccc(C(F)(F)F)c2)cc1	-3	7%	9	6%	3%	-18%
17	CC(=O)Nc1ccc(OCc2cccc3ccccc23)cc1	-2	-13%	7	?	4%	0%
18	O=C(CSCc1ccc(Cl)cc1)Nc1ccc(S(=O)(=O)N2CCOCC2)cc1	0	1%	-3	?	-6%	-3%
19	CCCn1cc(SCC(=O)Nc2cc(C)on2)c2ccccc21	-37	.	-3	-14%	.	-14%
20	O=C(COC(=O)c1ccccc1NC(=O)c1ccco1)NC1CCCCC1	11	-12%	1	.	2%	24%
21	COc1cccc(NC(=O)COc2ccc(C(=O)N3CCN(C)CC3)cc2)c1	-3	16%	9	13%	-1%	-8%
22	N#Cc1ccc(-c2ccccc2)nc1SCC(=O)c1cc2ccccc2oc1=O	31	6%	9	?	6%	9.3µM*
23	O=[N+]([O-])c1cc(C(F)(F)F)ccc1Sc1ccc2ccccc2n1	19	-8%	8	81%[activator]	-8%	40%[activator]
24	O=C(Nc1ccccc1F)c1c[nH]c(=O)[nH]c1=O	14	6%	14	20%	-2%	45%[activator]
25	CCn1cc(C(=O)NCCCO)c(=O)c2cc(F)c(N3CCN(C)CC3)cc21	-5	6%	-5	?	-14%	5%
26	O=C(CC(=O)c1ccccc1)Nc1ccc(Cl)cc1	80*	?	36*	23%	-2%	34%[activator]
27	CCCCC(CC)CNC(=O)C1CCCN(S(=O)(=O)c2cnc[nH]2)C1 (stereo not drawn)	16	-21%	-4	14%	4%	13%
28	C=CCn1c(-c2ccc(Cl)cc2)c[nH]c1=S	-4	-17%	-1	-4%	-27%	33%
29	O=C(Nc1cc(Cl)ccc1-n1cncn1)c1cc(F)c(F)c(F)c1F	.	-5%[8.37 µM]	.	-7%	.	-15%
30	CCOC(=O)N1CCN(C(=O)Cc2ccsc2)CC1	12	19%	-4	-9%	3%	64%[activator]
31	CCOc1ccccc1N1CCN(C(=O)Nc2ccc(Cl)c(Cl)c2)CC1	15	.	-3	28%	-4%	?
32	COc1cc2c(-c3ccc4cc[nH]c4c3)c(-c3ccc(C#N)cc3)oc(=O)c2cc1OC	.	11µM*	.	?	.	9.3µM*
33	OCC1(CCc2ccccc2)CCN(Cc2ccc3nsnc3c2)CC1	36	7%	-3	12µM*	4%	?
34	C=CCSc1nnc2c(n1)OC(c1cccnc1)Nc1ccccc1-2 (stereo not drawn)	128*	22%	27*	-76%	-20%	11%
35	CC(=O)Nc1ccc(S(=O)(=O)Nc2ccc(Cc3ccncc3)cc2)cc1	4	-18%	-2	56%[activator]	8%	26%
36	CCCCNC(=O)c1ccc2c(c1)ncn2C1CCCC1	65	7%	34*	?	0%	.
37	Cc1ccc2c(c1)C(c1ccc(F)cc1)N(C(=O)C1CC1)CC(=O)N2 (stereo not drawn)	-13	6%	-3	?	-1%	.
38	Cc1ccccc1CCNC(=O)CCn1ccc2cc(S(=O)(=O)N3CCCC3)ccc21	-2	?	-3	?	14%	-29%
39	Nc1c(S(=O)(=O)c2cccs2)c2nc3ccccc3nc2n1Cc1cccs1	-14	-9%	-3	8.3µM*	-12%	?
40	Nc1c(C(=O)c2ccccc2)sc2nsc(SCCN3CCOCC3)c12	29*	?	23*	-16%	-22%	-5%

# Two records drawn at random from those above, as already listed:
No.	structure	Shiga inhibitor	HCV inhibitor	Cycloheximide cs	Pf growth 96h	FBPA Giardia inh	Pf growth 48h
35	CC(=O)Nc1ccc(S(=O)(=O)Nc2ccc(Cc3ccncc3)cc2)cc1	4	-18%	-2	56%[activator]	8%	26%
40	Nc1c(C(=O)c2ccccc2)sc2nsc(SCCN3CCOCC3)c12	29*	?	23*	-16%	-22%	-5%

# Next structures
No.	structure	Shiga inhibitor	HCV inhibitor	Cycloheximide cs	Pf growth 96h	FBPA Giardia inh	Pf growth 48h
41	COC(=O)C1C2C=CC(C3CC23)C1C(=O)OCC(=O)c1ccccc1 (stereo not drawn)	23	14%	-1	0%[5.75 µM]	2%	16%
42	CC(=O)N1CCN(C(=O)COc2ccccc2C(=O)Nc2ccccc2)CC1	1	-1%	-2	-19%	-2%	7%
43	CN(NC(=O)c1ccco1)c1nc2ccccc2nc1C(F)(F)F	-16	2%	0	?	3%	-4%
44	O=C(Nc1ccc(F)cc1)Nc1cccnc1Cl	58*	-22%	35*	52%[activator]	1%	28%
45	O=C(Nc1ccccc1OC(F)F)c1ccc(S(=O)(=O)N2CCCC2)cc1	.	?	.	?	.	?
46	O=C(NC(NCc1cccnc1)C(Cl)(Cl)Cl)c1cccc2ccccc12 (stereo not drawn)	-5	-10%	0	-22%	-1%	-24%
47	Cc1ccc(C(=O)N/N=C\c2ccc[nH]2)cc1[N+](=O)[O-]	13	4.5µM*	9	2%	-10%	24%
48	CCC1C(=O)NCCN1C(=O)c1ccccc1OC1CCN(S(C)(=O)=O)CC1 (stereo not drawn)	28	9%	6	-5%	0%	0%
49	CCOc1ccc(Br)cc1S(=O)(=O)NCCN1CCCC1	7	-6%	-1	-2%	4%	.
50	CC(C)[C@H](NS(=O)(=O)c1ccc2c(c1)OCCO2)C(=O)OCC(=O)Nc1ccccc1Cl	-4	2%	1	0%	-3%	-1%
51	COc1ccc2cc(/C=N/NC(=O)c3c(Cl)cnn3C)c(Cl)nc2c1	5	?	-1	21%	-6%	-4%
52	CCCc1nc2ccc(NC(=O)NCCC(=O)OCC)cc2c(=O)n1Cc1ccc(Cl)cc1	7	?	-1	?	0%	?
53	COc1ccc(-c2csc(NC(=O)c3ccccc3F)n2)cc1	.	5%	15*	?	14%	-9%
54	Cc1ncc([N+](=O)[O-])n1Cc1cccc(F)c1	-10	5%	16	?	6%	-10%
55	Cc1ccc(CN2C(=O)CNC2=S)cc1	15	-5%	-4	68%[activator]	2%	4%
56	CCOCC(=O)N1CCCC(C(=O)OCC)C1 (stereo not drawn)	22	11%	-1	8%	-5%	?
57	COc1ccc(S(=O)(=O)N2CCCCC2)cc1NC(=S)Nc1ccccc1	-7	0%	-1	?	0%	-20%
58	COc1cccc(/C=N/Nc2nnc(C)n2N)c1O	19	16%	17	8%	-11%	-26%
59	Cc1cccc(N2CCN(S(=O)(=O)c3ccc4c(c3)n(C)c(=O)c(=O)n4C)CC2C)c1 (stereo not drawn)	-10	5%	-2	.	6%	36%[activator]
60	O=C(NCC1CCCO1)c1cccc(S(=O)(=O)Nc2ccc(SC(F)F)cc2)c1 (stereo not drawn)	.	8%	.	-13%	.	-18%
61	CCOc1ccc(NC(=O)N(CCC(C)C)C(C)c2ccco2)cc1 (stereo not drawn)	-8	-20%	9	?	-22%	-26%
62	CCCCN(C(=O)CC1CCCC1)c1c(N)n(CCCC)c(=O)[nH]c1=O	.	13%	.	-5%	.	-30%
63	CCN(CC)S(=O)(=O)c1ccc(N2CCOCC2)c(NS(=O)(=O)c2ccc(C(C)C)cc2)c1	-9	-9%	-3	1.5µM*	5%	2.9µM*
64	CCOc1ccc(S(=O)(=O)N(CC(=O)N2CCc3ccccc32)Cc2ccco2)cc1	83*	?	31*	?	-3%	?
65	O=C(c1cc(-c2ccccc2Cl)nc2ccccc12)N1CCC1	.	5%	.	-7%	.	-11%
66	CN1C/C(=C/c2cccnc2)C(=O)/C(=C/c2cccnc2)C1	1	?	25*	?	0%	?
67	O=C(N/N=C\c1cc(Br)cs1)c1ccncc1	36	8%	1	-12%	-8%	?
68	CC(C)n1c(N2CCN(C(=O)Nc3ccc(Cl)cc3)CC2)nc2ccccc21	34*	?	-1	21%	4%	?
69	C[C@H](NC(=O)NC1CCCc2ccccc21)C(=O)O (stereo partly drawn)	2	14%	1	?	6%	-4%
70	COc1cccc(N2CC(=O)Nc3c(oc4nc(-c5ccccc5)cc(C)c34)C2=O)c1	-10	-25%	14	1%	5%	9%
71	COc1ccc(N2C(=O)CC(Nc3ccc(N4CCOCC4)cc3)C2=O)c(OC)c1 (stereo not drawn)	12	17%	-1	20%	-24%	-14%
72	CCCCN(C(=O)CSc1cc(C)c2ccccc2n1)c1c(N)n(Cc2ccccc2)c(=O)[nH]c1=O	-6	10%	-1	?	0%	-11%
73	O=c1c(-c2ccccc2)c(O)c2ccccc2n1-c1ccccc1	-3	10%	-1	23%	-12%	-2%
74	Cc1ccccc1CN1CCCOCCS1(=O)=O	-2	7%	1	27%	-1%	?
75	CCOC(=O)N1CCN(C(=O)CC(C(=O)N2CCc3ccccc32)n2ccnc2)CC1 (stereo not drawn)	2	17%	-8	19%	-8%	0.033µM*
76	COc1ccc(Cl)c(Cn2c(NCc3ccccn3)nc3c2c(=O)n(C)c(=O)n3C)c1	-6	2%	5	26%	0%	-15%
77	CCc1ccc(CNC(=O)C2CCCN(S(=O)(=O)N(CC)c3ccccc3)C2)cc1 (stereo not drawn)	-5	-27%	-3	3%	-3%	-8%
78	Cc1ccccc1-c1cc(C(=O)NCc2ccco2)n(CC2CC(c3cccnc3)=NO2)n1 (stereo not drawn)	.	?	.	?	.	?
79	O=C(CSc1nc(O)cc(=O)n1-c1ccccc1)c1ccc(Br)cc1	55	10%	24*	-21%	12%	42%[1.15 µM]
80	O=C(N/N=C/c1cccc2nccnc12)c1ccccc1O	37*	9%	19*	?	?	?
81	COc1ccc(Cc2c[nH]c(=O)[nH]c2=O)cc1	-7	-1%	-3	-3%	4%	.
